HDAC3 inh = HDAC3 deacetylase inhibitors, primary screen, biochemical, fluorescence, cell-free homogeneous; Histone deacetylase 3 (Homo sapiens), O15379; recombinant HDAC3, fluorogenic peptide/trypsin coupled; inhibition, % at 8.3 µM; 320,000 tested, 0.15% active; AID 2718, 2010; in the data active = inhibition above about 26%, passing the limit was not always enough; inconclusive = no clear call, values can overlap the other calls
MrgX1 allo act = positive allosteric modulators of MrgX1, primary screen, HEK293 cells, Fluo-4 calcium flux | 310,000 tested, 0.63% active | Mas-related G-protein coupled receptor member X1 (Homo sapiens), Q96LB2 | B-score at 10 µM | FDSS; stronger effect = higher value;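 active = plate-corrected calcium response at least 3 library SD above typical, normal starting fluorescence, not activating the receptor alone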;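 also: compound read alongside a low EC10 to EC30 dose of BAM8-22 agonist; peak minus trough fluorescence over baseline measured at the second addition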
MrgX1 agonist = agonists of human MrgX1 receptor, primary screen, HEK293 cells, Fluo-4 calcium flux; Mas-related G-protein coupled receptor member X1 (Homo sapiens), Q96LB2; Fluo-4 calcium fluorescence, agonist mode; stronger effect = higher value; B-score at 10 µM; 310,000 tested, 0.44% active;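 active = calcium response B-score plate-corrected fluorescence ratio at least 3 library SD, with starting fluorescence B-score inside 5 SD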
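System – MrgX1-expressing HEK293 cells · Incubation – cells plated overnight, dye loaded 0.5 h 37 °C, 0.5 h room temperature · Technique – kinetic Fluo-4 NW fluorescence of intracellular calcium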
TRPC6 act = mouse TRPC6 channel activators, primary screen, cell-based, HEK293, membrane potential dye; Short transient receptor potential channel 6 (Mus musculus), Q61143; HEK293-TRPC6 membrane potential dye fluorescence; stronger effect = higher value; B-score at 10 µM; 310,000 tested, 0.13% active; AID 2550, 2010;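 active = B-score of the integrated fluorescence ratio above library mean plus 3 SD, and starting fluorescence ratio within library mean plus 5 SD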;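 also: higher score means more depolarization so channel activation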
Target sequence (Q61143 whole entry, looked up): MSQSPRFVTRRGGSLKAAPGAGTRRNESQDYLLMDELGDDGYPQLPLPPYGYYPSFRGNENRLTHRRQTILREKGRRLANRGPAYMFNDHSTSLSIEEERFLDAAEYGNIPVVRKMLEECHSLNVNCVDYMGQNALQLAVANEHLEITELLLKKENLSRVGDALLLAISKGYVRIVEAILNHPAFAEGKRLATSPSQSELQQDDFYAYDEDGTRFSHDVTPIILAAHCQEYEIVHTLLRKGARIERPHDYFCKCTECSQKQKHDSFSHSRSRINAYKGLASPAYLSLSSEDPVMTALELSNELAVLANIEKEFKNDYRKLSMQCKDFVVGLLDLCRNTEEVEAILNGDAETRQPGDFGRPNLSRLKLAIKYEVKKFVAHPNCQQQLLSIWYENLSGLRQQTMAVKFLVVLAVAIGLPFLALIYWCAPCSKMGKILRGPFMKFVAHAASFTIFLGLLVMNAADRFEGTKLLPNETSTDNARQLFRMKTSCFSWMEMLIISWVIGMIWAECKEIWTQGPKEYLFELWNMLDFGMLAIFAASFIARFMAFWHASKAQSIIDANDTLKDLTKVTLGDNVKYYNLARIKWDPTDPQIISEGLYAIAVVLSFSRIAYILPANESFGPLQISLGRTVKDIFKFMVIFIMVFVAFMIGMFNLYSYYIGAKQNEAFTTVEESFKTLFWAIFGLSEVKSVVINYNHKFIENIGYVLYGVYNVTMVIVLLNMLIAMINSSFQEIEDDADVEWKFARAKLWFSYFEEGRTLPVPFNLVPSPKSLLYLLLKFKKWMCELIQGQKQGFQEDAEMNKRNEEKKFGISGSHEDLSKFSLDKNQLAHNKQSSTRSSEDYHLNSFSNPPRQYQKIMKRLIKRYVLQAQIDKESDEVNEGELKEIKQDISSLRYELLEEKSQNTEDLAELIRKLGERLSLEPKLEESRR
SKKanGAS inh = S. pyogenes SKKanGAS growth inhibitors in kanamycin, primary screen, streptokinase expression inhibitor project, SKKanGAS strain, BacTiter-Glo luminescence. 6 h. inhibition, % at 7.5 µM. 300,000 tested, 1.3% active;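 active = mean replicate score, as percent of positive control median, at least 50; inconclusive = mean below 50 but one replicate at or above 50; inactive = mean and every replicate below 50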;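 also: strain carries kanamycin resistance gene driven by streptokinase promoter and grows in 40 µg/ml kanamycin; loss of luminescence reflects streptokinase promoter inhibition or plain growth inhibition; 0% = median of DMSO wells and 100% = positive control at its reference dose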
RGS4 act = RGS4 potentiators or activators, primary screen, cell-based, HEK293 M3R inducible RGS4, calcium flux | AID 463111, 2010 | B-score at 10 µM | 310,000 tested, 0.92% active | carbachol calcium flux Fluo4; stronger effect = lower value;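 active = B-score of the integrated calcium signal more than 4 SD below the library mean, with starting fluorescence not abnormally high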;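 also: negative B-score means reduced calcium response which marks RGS4 activation or potentiation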
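Reagent: ECmax carbachol challenge; Test system: M3R-expressing HEK293 line, RGS4 induced by doxycycline; Schedule: overnight RGS4 induction, 30 min dye load 37 °C, 20 min compound RT; Detection: calcium dye Fluo4 fluorescence; Read-out: Agonist-evoked peak-minus-minimum fluorescence over baseline, integrated ratio, B score.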
MrgX1 antagonist = antagonists of human MrgX1 receptor, primary screen, HEK293 cells, Fluo-4 calcium flux | Mas-related G-protein coupled receptor member X1 (Homo sapiens), Q96LB2 | BAM8-22 antagonism; stronger effect = lower value | B-score at 10 µM | 310,000 tested, 1.3% active;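 active = calcium-response B-score plate-corrected more than 3 library SD below zero, starting fluorescence within 5 deviations, no agonist response on first addition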;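 also: peak minus trough fluorescence over baseline after final BAM8-22 challenge near maximal dose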
TRPC6 inhibitor = mouse TRPC6 channel inhibitors, primary screen, cell-based, HEK293, membrane potential dye | Short transient receptor potential channel 6 (Mus musculus), Q61143 | ACh-evoked depolarization; stronger effect = lower value | B-score at 10 µM | 310,000 tested, 1.1% active | AID 2553, 2010;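 active = B-score under library mean minus 3 SD, initial fluorescence not abnormally high, positive integrated signal ratio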;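 also: B-score derived from integrated fluorescence ratio over the kinetic read; more negative B-score means stronger inhibition of depolarization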
RGS4 inh = RGS4 inhibitors, primary screen, cell-based, HEK293 M3R inducible RGS4, calcium flux. Fluo-4 calcium flux; stronger effect = higher value; triggered by carbachol at its EC20. B-score at 10 µM. 310,000 tested, 0.45% active. AID 463165, 2010;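 active = B-score, a plate-corrected calcium signal, over three deviations above library mean, with baseline fluorescence within five deviations of library mean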;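 also: RGS4 expression induced by doxycycline in cells with stable M3 receptor; B-score is computed from the integrated fluorescence ratio over baseline after carbachol; higher B-score means a larger calcium signal and so more RGS4 inhibition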
Target sequence (P49798 whole entry, looked up): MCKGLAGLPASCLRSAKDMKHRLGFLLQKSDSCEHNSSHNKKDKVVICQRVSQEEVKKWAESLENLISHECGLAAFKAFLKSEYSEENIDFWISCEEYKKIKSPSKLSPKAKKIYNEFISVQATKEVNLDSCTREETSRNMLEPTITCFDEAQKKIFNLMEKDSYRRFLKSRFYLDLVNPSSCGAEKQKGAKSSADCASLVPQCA
ANO1 block = TMEM16A chloride channel inhibitors, primary screen, cell-based, HTS | Anoctamin-1 (Mus musculus), Q8BHY3 | HEK293 TMEM16A/YFP iodide influx fluorescence, ionomycin | normalized B-score (activity score, 25-100; higher = stronger inhibition) at 10 µM | 310,000 tested, 1.2% active | AID 588511, 2011;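 active = ratio plate-corrected score three or more library SD toward inhibition, starting fluorescence score within five deviations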;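 also: score derived from kinetic fluorescence span divided by baseline fluorescence per well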
TMEM16A act = TMEM16A chloride channel activators or potentiators, primary screen, cell-based, HTS; Anoctamin-1 (Mus musculus), Q8BHY3; HEK293 TMEM16A/YFP-H148Q/I152L, iodide quench fluorescence; stronger effect = lower value; B-score at 10 µM; 340,000 tested, 0.3% active; AID 623877, 2012;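 active = fluorescence-ratio B-score plate-corrected deviation score at least 3 library SD below zero, with starting fluorescence score within 5 deviations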;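 also: channel opened by trigger with iodide after compound preincubation; score built on the fluorescence ratio of max minus min over baseline; more negative score means more quench and so TMEM16A activation or potentiation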
Numbers without * were called inactive; i = inactive; ? = inconclusive; . = not tested or not shown. Not a hit list (roughly 6.7% active in at least one column).

SMILES	HDAC3 inh	MrgX1 allo act	MrgX1 agonist	TRPC6 act	SKKanGAS inh	RGS4 act	MrgX1 antagonist	TRPC6 inhibitor	RGS4 inh	ANO1 block	TMEM16A act
Cc1cccc(NS(=O)(=O)c2ccc(C(=O)N3CCN(c4ccccc4O)CC3)cc2)c1C	0	i	i	i	6	-8.3*	i	i	i	i	i
CC1CCN(Cc2c(O)ccc3c(=O)c(-c4nc5ccccc5s4)c(N)oc23)CC1	-5	i	i	i	1	i	i	i	6.3*	i	i
CCC(=O)Nc1ccc(NC(=O)/C=C/c2ccc(Cl)cc2)cc1	.	i	i	i	6	i	i	i	i	i	i
CCCOc1ccc(-c2nc(N3CCN(C)CC3)c3ccccc3n2)cc1	-15	i	i	i	1	i	i	i	i	i	i
O=C1CC(NNc2ccccc2)C(=O)N1c1cccc(Cl)c1 (stereo unspecified)	2	i	i	i	-7	i	i	i	i	i	i
Cc1ccc(O)c(C(CC(=O)NCc2ccco2)c2ccccc2)c1 (stereo unspecified)	3	i	i	i	1	i	i	i	i	i	i
CCOC(=O)c1cccnc1SC(CC)C(=O)N1CCOCC1 (stereo unspecified)	-2	i	i	i	-2	i	i	i	i	i	i
COc1ccc(N(CC(=O)NCc2ccco2)S(=O)(=O)c2ccc(OC)c(OC)c2)cc1	0	i	i	i	2	i	i	i	i	i	i
O=C(CSC1=NCCN1)Nc1cccc(C(F)(F)F)c1	-1	i	i	i	2	i	i	i	i	i	i
COc1ccccc1CCC(=O)Nc1ccc(S(=O)(=O)Nc2cc(C)nc(C)n2)cc1	-12	i	i	i	-1	i	i	i	i	i	i
C[C@H](NC(=O)OC(C)(C)C)c1nnc(SCC(=O)c2ccc(Cl)cc2)o1	1	i	i	i	-3	i	i	i	i	100*	i
CN(CC(=O)NCCc1ccccc1)S(=O)(=O)c1ccccc1	-28	i	i	i	8	i	i	i	i	i	i
CC(C)(O)c1ccc2c(c1)CCC1C(C)(C(=O)O)CCCC21C (stereo unspecified)	-1	i	i	i	1	i	i	i	i	i	i
CCOc1cccc(/C=N/Nc2ccc(S(=O)(=O)N(CC)CC)cn2)c1O	.	i	i	i	91*	i	i	i	i	i	i
O=C(c1ccco1)N1CCCC(c2nc(-c3ccc(S(=O)(=O)NCc4ccccc4)cc3)no2)C1 (stereo unspecified)	-8	i	i	i	-5	i	i	i	i	25*	i
CN(C)CCCN(C(=O)c1ccc(S(=O)(=O)N2CCOCC2)cc1)c1nc2cc3c(cc2s1)OCO3	14	i	i	i	2	i	i	i	i	i	i
Cc1cccc(N2C(=O)C(Oc3ccc(Cl)cc3Cl)C2C=O)c1C (stereo unspecified)	-3	i	i	.	.	.	i	.	.	i	i
CC12CCC(C(=O)N3CCN(Cc4ccccc4)CC3)(OC1=O)C2(C)C (stereo unspecified)	2	i	i	i	2	i	i	i	i	i	i
COc1cc(C2C(C#N)=C(N)Oc3n[nH]c(-c4cccnc4)c32)cc(Br)c1O (stereo unspecified)	14	i	i	i	8	i	i	i	i	i	i
CC(=O)c1cccc(NC(=O)C2C3C=CC(C4CC34)C2C(=O)O)c1 (stereo unspecified)	3	i	i	i	-3	i	i	i	i	i	i
Cn1c(=O)c2c(-c3ccccc3)n(C3CCCCC3)cc2n(C)c1=O	-7	i	i	i	1	i	i	i	i	i	i
NNC(=O)CSc1nnc(-c2ccccc2)n1-c1ccccc1	-7	i	i	i	-3	i	i	i	i	i	i
Cc1ccc(-n2nc(C)c3c(C)c(CCC(=O)Nc4ccc(CN5CCCC5)cc4)c(C)nc32)cc1	.	i	i	i	16	-7.1*	i	i	i	i	i
COc1ccc(NS(=O)(=O)c2c(F)cc(F)c(Cl)c2F)cc1S(=O)(=O)N1CCCCC1	-4	i	i	i	8	i	i	i	i	i	i
Cc1nn(Cc2ccccc2)c(=O)n1N(C)c1ncc(C(F)(F)F)cc1Cl	2	i	i	i	3	i	i	i	i	i	i
O=C(CCC1CCCC1)N1CCN(C2CCCC2)CC1	-5	i	i	i	0	i	i	i	i	i	i
COc1ccccc1Cn1nc(C(=O)O)c2ccccc2c1=O	0	i	i	i	-2	i	i	i	i	i	i
Cc1ccc2nc(-c3ccccn3)[nH]c2c1	-2	i	i	i	10	i	i	i	i	i	i
C#CCOc1ccc(Cl)cc1/C=C1/C(=O)ON=C1C	0	i	i	i	-3	i	i	i	i	i	i
Cc1noc2ncnc(Oc3ccc4ccccc4c3)c12	-3	i	i	i	6	i	i	i	i	i	i
Cc1cccc(Nc2cc(=O)n(C)c(=O)[nH]2)c1	-5	i	i	i	2	i	i	i	i	i	i
O=C(CN1C(=O)COc2ccccc21)NCc1ccc(C(=O)O)cc1	1	i	i	i	5	i	i	i	i	i	i
O=C1CCCCN1CCC(=O)N1CCCC(N2CCN(c3cccc(Cl)c3)CC2)C1 (stereo unspecified)	-3	i	i	i	0	i	i	i	i	i	i
CCOC(=O)c1sc(C)c2c(=O)n(CC)nnc12	6	i	i	i	-8	i	i	i	i	i	i
Cc1ccc(CNC(=O)CSc2ncccn2)cc1	1	i	i	i	3	i	i	i	i	i	i
CCC(CC)NC(=O)c1cc(OC)c(OC)cc1[N+](=O)[O-]	4	i	i	i	-3	i	i	i	i	i	i
Cc1ccnc(NC(=O)c2cc3ccccc3o2)c1	0	i	i	i	8	i	i	i	i	i	i
O=S(=O)(c1ccccc1)c1ccc(C(F)(F)F)cn1	0	i	i	i	4	i	i	i	i	i	i
Cc1ccc(Cn2ccc(NC(=O)c3nn(C)cc3Cl)n2)cc1	-6	i	i	i	-2	i	i	i	i	i	i
Cc1ncc(CO)c(CO)c1O	3	i	i	i	4	i	i	i	i	i	i
Fc1ccccc1N1CCN(C2CCCN(Cc3ccccc3C(F)(F)F)C2)CC1 (stereo unspecified)	2	i	i	i	2	i	i	i	i	i	i
COc1cc(NC(=O)Nc2ccccc2OC)c(OC)cc1NC(=O)CN1CCCCC1	10	i	i	i	12	i	i	i	i	i	i
Cc1nc(COC(=O)c2cc(O)c3ccccc3c2O)cs1	.	.	.	i	12	i	.	i	i	.	i
O=C(O)/C=C/C(=O)N1CCc2ccccc21	-3	i	i	i	1	i	i	i	i	i	i
COc1ccc(C2N(c3ccc(C)cc3)CCN2c2ccc(C)cc2)cc1O	?	i	i	i	5	i	i	i	i	i	i
COc1cc(/C(=C/c2ccccc2)c2ccccc2)c2c(c1)oc1ccccc12	-14	i	i	i	2	i	i	i	i	i	i
CCCCCN(C(=O)CCC(=O)OC(C)C(=O)c1ccc(Cl)cc1)c1c(N)n(CCCC)c(=O)[nH]c1=O (stereo unspecified)	-26	i	i	i	1	i	i	i	i	i	i
COC(=O)C1(S(=O)(=O)c2cccc3nsnc23)CC1	3	i	i	i	-4	i	i	i	i	i	i
Cc1[nH]c2ccccc2c1SCC(=O)N1CCCCC1	-3	i	i	i	-6	i	i	i	i	i	i
O=C(Nc1ccncc1)c1ccc(N2CCCC2=O)cc1	2	i	i	i	0	i	i	-7.1*	i	i	i
COc1cc(C(C(=O)NC2CCCCC2)N(Cc2ccco2)C(=O)c2cnccn2)cc(OC)c1OC (stereo unspecified)	-7	i	i	i	5	i	i	i	i	i	i
CC1CN(S(=O)(=O)c2ccc(C(=O)NCCCn3ccnc3)cc2)CC(C)O1 (stereo unspecified)	5	i	i	i	2	i	i	i	i	i	i
COc1ccc(-c2cc(C(=O)Nc3cc(OC)c(OC)c(OC)c3)no2)cc1	-2	i	i	i	-13	i	i	i	i	i	i
CCCc1cc(=O)n2nc(N3CCC(C(=O)N4CCN(c5cccc(OC)c5)CC4)CC3)sc2n1	5	i	i	i	5	i	i	i	i	i	i
COc1ccc(/C=C(/NC(=O)c2ccc(C)cc2)c2nc3ccccc3[nH]2)cc1OC	3	i	i	i	-1	i	i	i	i	i	i
Cn1ccnc1SCC(=O)N1CCc2ccccc21	.	i	i	i	-1	i	i	i	i	i	i
N#CCc1ccc(NC(=O)c2ccc(S(=O)(=O)N3CCCC3)cc2)cc1	2	i	i	i	-1	i	i	i	i	i	i
O=C1NCCN1c1ncc([N+](=O)[O-])s1	7	i	i	.	.	.	i	.	.	i	i
Cc1ccc(Cn2nnc3c(=O)[nH]c(C(=O)NCc4ccco4)nc32)cc1	-1	i	i	i	15	i	i	i	i	i	i
O=C(Nc1ccc2c(c1)OCCO2)C1CCCN(c2ncccn2)C1 (stereo unspecified)	-13	i	i	i	8	i	i	i	i	i	i

Continuation:
SMILES	HDAC3 inh	MrgX1 allo act	MrgX1 agonist	TRPC6 act	SKKanGAS inh	RGS4 act	MrgX1 antagonist	TRPC6 inhibitor	RGS4 inh	ANO1 block	TMEM16A act
Cc1cccc(C)c1NC(=S)NCCCN1CCCC1=O	-5	i	i	i	3	i	i	i	i	i	i
C/C(CC(=O)Nc1cc(C)ccn1)=N\NC(=O)c1cccc(C)c1	0	i	i	i	-2	i	i	i	i	i	i
COC(=O)c1cc(Br)c(=O)n(CCN2CCCC2)c1	7	i	i	i	-2	i	i	i	i	i	i
CCN1CCN(c2ncnc3scc(-c4ccc(C)cc4)c23)CC1	-5	i	i	i	3	i	i	i	i	i	i
CCCCN(C(=O)CN1CC(C)OC(C)C1)c1c(N)n(CC(C)C)c(=O)[nH]c1=O (stereo unspecified)	-7	i	i	i	-3	i	i	i	i	i	i
Cc1cc(N2C(=O)C(O)=C(C(=O)c3cc4ccccc4o3)C2c2ccc(Cl)cc2)no1 (stereo unspecified)	-7	i	i	i	-7	i	i	i	i	i	i
CC(C)(C)c1cc(C(=O)NCc2ccco2)ccn1	1	i	i	i	1	i	i	i	i	i	i
COC(=O)CCSCC(=O)Nc1nnc(C)s1	.	i	i	i	-2	i	i	i	i	i	i

Screens deposited in PubChem by several laboratories.
